Bioassay records deposited in PubChem BioAssay by several laboratories.
Lipid droplet = modulators of hepatic lipid droplet formation. AML12 mouse hepatocytes, oleate lipid droplets, BODIPY imaging. inhibition, % at 6.5 µM. 240,000 compounds, 0.4% hits. AID 1656;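 active means lipid droplet intensity inhibited by at least 50%, with more than 500 cells counted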
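material = mouse AML12 hepatocyte cell line, fixed after treatment | also added = 100 µM oleic acid challenge | doses = compound at 6.5 µM only | schedule = overnight exposure | technique = Image-based BODIPY and DAPI two-channel analysis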
NS5 inhibitors = Dengue-2 NS5 methyltransferase inhibitors, primary screen, biochemical, confirmation dose response (AID 588689); one-dose inhibition, % at 25 µM; IC50 in µM for titrated hits; 340,000 compounds, 0.3% hits; Dengue-2 NS5 methyltransferase capping enzyme assay, biochemical; higher % means a stronger effect; in the data active means a potency from the dose series
LYP inhibition = inhibitors of LYP phosphatase, biochemical, fluorescence intensity, uHTS (AID 1779); recombinant LYP phosphatase, fluorescence intensity; higher % means a stronger effect; one-dose inhibition, % at 11.5 µM; IC50 in µM for titrated hits; 290,000 compounds, 0.054% hits;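 further: plate controls were vehicle with enzyme for no effect and no enzyme for full effect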
Myeloid diff MLP = compounds promoting myeloid differentiation. ER-HoxA9 myeloid progenitors, lysozyme-GFP differentiation, flow cytometry. calls only at 10 µM. 360,000 compounds, 1% hits;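 active means normalized GFP-positive differentiation at or above the plate's own cutoff, the solvent-only control mean plus 3 SD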;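 further: cells exposed to compound for four days before flow analysis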
NOD2 inhibition = NOD2 signaling inhibitors, cell-based, luminescence, uHTS, HEK293 (AID 1566); HEK293 NOD2/NF-kB luciferase reporter, luminescence; higher % means a stronger effect; inhibition, % at 4 µM, or EC50 in µM where a hit was titrated; 290,000 compounds, 0.63% hits; further: many of its hits are not listed in these tables
SIAH1 antagonists = blockers of Siah-1 interaction with plectin peptide – biochemical, fluorescence polarization, rhodamine-plectin, uHTS, primary screen (AID 1817); Siah-1 / rhodamine-plectin peptide fluorescence polarization; higher % means a stronger effect; 290,000 compounds, 0.02% hits; displacement, % at 20 µM; hits with a dose series show IC50 in µM;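 active means displacement of at least 50% at 20 µM, with a fluorescence ratio check between 0.3 and a set limit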;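 further: plate controls were Siah plus tracer with DMSO for no effect and tracer alone without Siah for full effect; strong numbers were not always called active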
HIV peptide binding = inhibitors of HIV fusion peptide binding, primary screen, biochemical, uHTS, fluorescence dequenching (AID 1986); 290,000 compounds, 0.3% hits; cell-free peptide binding, fluorescence dequenching, 30 min; higher % means a stronger effect; inhibition, % at 20 µM; hits with a dose series show IC50 in µM; in the data active means inhibition mostly above about 52%, no sharp cut-off; inactive means mostly below about 76%; further: some results filed as inactive read as strong as hits
XIAP displacement = small molecules displacing peptide from XIAP – biochemical, IAP family, fluorescence polarization (AID 1018) | XIAP BIR domain, fluorescence polarization peptide displacement; higher % means a stronger effect | one-dose displacement, % at 20 µM; IC50 in µM for titrated hits | 200,000 compounds, 0.007% hits; in the data active means displacement above about 50%; further: a part of the inactive calls stands beside numbers as strong as those of hits
AID2073 = inhibitors of Mint1-CaV2.2 protein interaction, biochemical, HTRF (AID 2073). HTRF protein-protein interaction, Mint1-CaV2.2; higher % means a stronger effect. one-dose inhibition, % at 20 µM; IC50 in µM for titrated hits. 290,000 compounds, 0.19% hits; in the data active means inhibition mostly above about 51%, no sharp cut-off; further: some results filed as inactive read as strong as hits
Lipid droplet cells 6.5 µM = further read-out of Lipid droplet, marked with its call; cell count; measured here: cell count, cytotoxicity flag;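 cells counted across two imaged fields per well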
NS5 inhibitors pilot replicate = further read-out of NS5 inhibitors, marked with its call; inhibition, %; measured here: pilot screen replicate inhibition
Myeloid diff MLP GFP+ MAC1+ % = further read-out of Myeloid diff MLP, marked with its call; GFP+ MAC1+ double positive, %; measured here: differentiation confirmed by MAC1 staining
Active calls of the source: *; i = inactive; / = not tested or not shown; + = active, no number. Unless noted, no stated cut-off is given here; in the data, active means inhibition above about 50%; inactive means the rest. Not all compounds are listed. The share of hits here may be higher or lower than overall.

SMILES	Lipid droplet	Lipid droplet cells 6.5 µM	NS5 inhibitors	LYP inhibition	Myeloid diff MLP	Myeloid diff MLP GFP+ MAC1+ %	NOD2 inhibition	SIAH1 antagonists	HIV peptide binding	XIAP displacement	AID2073	others
CC(C)NC(=O)COc1coc(CN2CCN(c3ccccc3F)CC2)cc1=O	-2	739	-8%	-10%	i	0.7	-18%	-3%	-0.4%	/	2%
CC1CCN(c2c(NCc3ccc(C(=O)N(C)C4CCCCC4)cc3)c(=O)c2=O)CC1	1	684	-9%	-3%	i	0.3	-3%	-3%	-1.9%	/	5%
O=C(N/N=C/c1cn(CC(=O)N2CCOCC2)c2ccccc12)c1cccnc1	6	673	-4%	-9%	i	1.0	27%	0%	0.5%	/	7%
O=C(O)c1cccc(COc2ccc(CO)cc2Cl)c1	8	649	-3%	-5%	/	/	-149%	-4%	-0.1%	-4.2%	8%
O=C(NCc1ccccc1)c1cnc(-c2ccccn2)nc1C(F)(F)F	6	782	-2%	-2%	i	0.6	-16%	0%	-0.3%	-1.2%	3%
N/C(CC1CC1(Cl)Cl)=N\OC(=O)c1ccccc1 (centres undefined)	5	784	2%	-12%	i	0.7	-21%	-2%	-1.5%	/	-2%
O=S(=O)(c1ccc(F)cc1)N1CCN(Cc2ccccn2)CC1	-2	737	3%	-5%	i	0.1	8%	11%	0.5%	-2.6%	1%
O=c1cnn(-c2ccc(Cl)cc2Cl)c(-c2ccccc2)c1	23	737	1%	-8%	i	0.5	8%	3%	6.4%	-10%	1%
CCc1nc(NCc2ccccc2)c(C#N)c2c1CCCC2	-50	456	-4%	2%	i	0.1	11%	1%	1.5%	-7.4%	0%
CC(Sc1nnc(-c2ccncc2)n1C)C(=O)Nc1nccs1 (centres undefined)	2	793	2%	-1%	i	1.3	-17%	1%	1.9%	/	-1%
O=C1CCCC(=O)C1=Cc1c[nH]c2ccccc12	-11	764	-3%	-6%	i	0.8	-4%	-1%	1.6%	-5.8%	6%
COC(=O)/C(C#N)=C/c1c(N2CCN(C)CC2)nc2ccccn2c1=O	-8	803	-2%	-2%	i	0.4	1%	1%	0.1%	/	48%

Arranged by SMILES length (rising): part of the list above.
SMILES	Lipid droplet	Lipid droplet cells 6.5 µM	NS5 inhibitors	LYP inhibition	Myeloid diff MLP	Myeloid diff MLP GFP+ MAC1+ %	NOD2 inhibition	SIAH1 antagonists	HIV peptide binding	XIAP displacement	AID2073	others
O=C1CCCC(=O)C1=Cc1c[nH]c2ccccc12	-11	764	-3%	-6%	i	0.8	-4%	-1%	1.6%	-5.8%	6%
CCc1nc(NCc2ccccc2)c(C#N)c2c1CCCC2	-50	456	-4%	2%	i	0.1	11%	1%	1.5%	-7.4%	0%
N/C(CC1CC1(Cl)Cl)=N\OC(=O)c1ccccc1 (centres undefined)	5	784	2%	-12%	i	0.7	-21%	-2%	-1.5%	/	-2%
CC(Sc1nnc(-c2ccncc2)n1C)C(=O)Nc1nccs1 (centres undefined)	2	793	2%	-1%	i	1.3	-17%	1%	1.9%	/	-1%
O=c1cnn(-c2ccc(Cl)cc2Cl)c(-c2ccccc2)c1	23	737	1%	-8%	i	0.5	8%	3%	6.4%	-10%	1%
O=S(=O)(c1ccc(F)cc1)N1CCN(Cc2ccccn2)CC1	-2	737	3%	-5%	i	0.1	8%	11%	0.5%	-2.6%	1%
O=C(NCc1ccccc1)c1cnc(-c2ccccn2)nc1C(F)(F)F	6	782	-2%	-2%	i	0.6	-16%	0%	-0.3%	-1.2%	3%
CC(C)NC(=O)COc1coc(CN2CCN(c3ccccc3F)CC2)cc1=O	-2	739	-8%	-10%	i	0.7	-18%	-3%	-0.4%	/	2%
COC(=O)/C(C#N)=C/c1c(N2CCN(C)CC2)nc2ccccn2c1=O	-8	803	-2%	-2%	i	0.4	1%	1%	0.1%	/	48%
O=C(N/N=C/c1cn(CC(=O)N2CCOCC2)c2ccccc12)c1cccnc1	6	673	-4%	-9%	i	1.0	27%	0%	0.5%	/	7%

Quoted at random: 2 compounds from above, in no set order.
SMILES	Lipid droplet	Lipid droplet cells 6.5 µM	NS5 inhibitors	LYP inhibition	Myeloid diff MLP	Myeloid diff MLP GFP+ MAC1+ %	NOD2 inhibition	SIAH1 antagonists	HIV peptide binding	XIAP displacement	AID2073	others
O=C(O)c1cccc(COc2ccc(CO)cc2Cl)c1	8	649	-3%	-5%	/	/	-149%	-4%	-0.1%	-4.2%	8%
CC1CCN(c2c(NCc3ccc(C(=O)N(C)C4CCCCC4)cc3)c(=O)c2=O)CC1	1	684	-9%	-3%	i	0.3	-3%	-3%	-1.9%	/	5%

Carrying on:
SMILES	Lipid droplet	Lipid droplet cells 6.5 µM	NS5 inhibitors	LYP inhibition	Myeloid diff MLP	Myeloid diff MLP GFP+ MAC1+ %	NOD2 inhibition	SIAH1 antagonists	HIV peptide binding	XIAP displacement	AID2073	others
O=C(O)COCC(=O)NCc1csc2ccccc12	-4	627	-1%	-5%	i	0.7	-3%	1%	-1.3%	/	5%
COc1cc(C)ccc1OCCOc1ccccc1Cl	/	/	-5%	-5%	i	1.5	-45%	-2%	0.5%	-1.2%	-7%
CCCn1c(=O)c(C(=O)NCCc2ccccc2)c(O)c2ccccc21	7	804	-3%	-6%	i	0.5	17%	4%	0.9%	/	16%	NS5 inhibitors pilot replicate=-3.0
CC(=O)NC(=O)c1ccc(-c2ccc(Cl)cc2)o1	-2	557	-7%	0%	i	0.8	-11%	-3%	-1.3%	-0.6%	8%
Cc1ncc(CCl)c2c1OC(C)(C)OC2	7	726	2%	-4%	i	1.1	-19%	-6%	-1.7%	2.4%	15%
Cc1ccc(C(=O)OCC(=O)c2c[nH]c3ccccc23)cc1	8	626	-5%	-2%	i	0.2	-9%	2%	5.4%	-1.5%	18%
Cc1ccc(NC(=O)CSc2n[nH]c(-c3ccccn3)n2)cc1	-1	820	-7%	-10%	i	8.1	26%	-6%	-1.5%	/	3%
O=C(N/N=C/c1ccccn1)c1cc(C2CC2)nc2ccccc12	2	768	-5%	-5%	i	0.5	31%	-1%	-1.3%	/	-5%
COc1ccc(CN(Cc2ccc(C(=O)O)cc2)C(=S)Nc2ccc(C)cc2)cc1OC	-12	742	-1%	-4%	i	0.2	13%	0%	-0.2%	-9.8%	-14%
CCOc1cc(C2C(C(=O)N3CCCCC3)=C(C)NC3=C2C(=O)CCC3)cc(Br)c1O (centres undefined)	15	816	-2%	0%	i	0.5	3%	-5%	-1.9%	-0.9%	-11%
Cc1ccccc1NC(=O)COC(=O)CCc1ccccc1	14	728	-8%	2%	i	0.1	5%	-3%	0.3%	-8.7%	-4%
CC(CC(=O)NCc1ccccc1)C1CCCO1 (centres undefined)	5	663	-7%	-8%	i	0.9	0%	1%	-1.0%	-3.1%	-2%
O=C(Cn1c(C(F)(F)F)nc2ccccc21)NCCN1CCCC1	-1	741	-2%	-4%	i	1.4	-7%	0%	2.6%	4.3%	1%
COC(=O)c1cc(OC)c(OC)cc1N=CC1=C(O)CC(C)(C)CC1=O	/	/	1%	-9%	i	0.9	15%	-1%	1.7%	-2.5%	1%
COc1cc(OC)c(NS(=O)(=O)c2c(C)[nH]c(=O)[nH]c2=O)cc1Cl	6	806	-6%	-1%	i	0.2	-10%	3%	-2.0%	/	30%
COc1cccc(=O)c2c(C)n(C)c(C)c12	4	639	-2%	-1%	i	1.3	8%	-2%	7.6%	-0.7%	3%
CC12CCC(C(=O)N3CCCc4ccccc43)(OC1=O)C2(C)C (centres undefined)	-38	621	10%	4%	i	0.3	-26%	-3%	1.3%	-0.5%	0%
Cc1nc2c(cnn2-c2ccccc2Cl)c(=O)n1-c1ccc(N2CCC(C)CC2)cc1	10	758	-5%	4%	+	0.7*	-8%	-5%	0.1%	-4.3%	9%
S=C(c1cccs1)N1CCCC1	8	633	-15%	-3%	i	0.6	2%	0%	-2.0%	-3.7%	-4%
COC(=O)c1ccc(Oc2coc3cc(OCc4ccc([N+](=O)[O-])cc4)ccc3c2=O)cc1	-28	401	-1%	-8%	i	0.9	1%	2%	3.0%	-11%	19%
COc1ccc2c(-c3cc4ccc(OCc5ccc(F)cc5)cc4oc3=O)cc(=O)oc2c1	5	612	-4%	-7%	i	0.2	-13%	-7%	1.4%	-0.4%	17%
COc1ccc(OC)c(/C=N/Nc2nc(C)cc(=O)[nH]2)c1	-1	851	-3%	1%	i	0.5	-3%	0%	0.9%	/	25%
CC(C)(C)OC(=O)N1CCC2(CC1)C(C#N)=C(N)OC1=C2C(=O)CCC1	0	681	-7%	-3%	i	0.7	13%	2%	0.0%	-3.7%	2%
O=C(COc1ccc(/C=N/NC(=O)c2ccncc2)cc1)Nc1cccc([N+](=O)[O-])c1	-1	828	0%	-3%	i	0.6	2%	-2%	-0.9%	/	3%
O=C(Cn1cc(C(F)(F)F)cc(Cl)c1=O)NCCc1ccccc1	-13	610	-9%	-3%	i	0.6	12%	2%	-0.6%	-4.7%	6%
COc1cccc(CCNC(=O)C2CCC(=O)N(Cc3cccc(OC)c3)C2)c1 (centres undefined)	-3	769	-2%	-10%	i	2.3	3%	-2%	-0.2%	/	0%
NC(=O)COc1ccc(-n2cnnn2)cc1	14	721	-4%	-6%	i	0.1	12%	66%	-1.3%	-6.0%	33%
COc1ccc(N2CCN(C(=O)CCC(=O)N3CCOc4ccc(Cl)cc43)CC2)cc1	-1	714	1%	-8%	i	3.0	-8%	2%	-0.4%	/	7%
COc1ccc(N2CCN(C(=O)CCNS(=O)(=O)c3ccc4c(c3)CCC(=O)N4)CC2)cc1	-4	745	-7%	-13%	i	2.2	2%	-1%	-3.1%	-5.5%	-6%
Cc1ccc(C(=O)N2CCCCCC2)cc1Br	-17	598	-10%	-1%	i	0.6	-8%	7%	0.5%	0.6%	-7%
O=C(CSc1nnc2ccccn12)c1ccccc1	-4	709	-3%	49%	i	1.8	-36%	-9%	0.2%	-5.4%	20%
NC(=O)C1CCN(C(=O)CSc2ccsc2[N+](=O)[O-])CC1	-3	706	-10%	-4%	i	0.1	8%	1%	-2.1%	-4.0%	2%
